# CatL block = inhibitors of human cathepsin L. purified cathepsin L, fluorogenic substrate, fluorescence. inhibition, %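 (tested at 10 µM)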. 58,000 tested, 0.17% active. AID 460; in the data active = inhibition above about 45%;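 note: 0% = enzyme with no compound and 100% = no enzyme blank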
# Hsp90 inh = displaces geldanamycin probe from tumor Hsp90; inhibition, % at 30 µM; AID 429; 64,000 tested, 0.35% active; NCI-N417 lysate Hsp90, Cy3B-geldanamycin FP displacement;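 active = inhibition above 50%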;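 note: 0% = tracer plus lysate wells and 100% = tracer alone without lysate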
# FXIa inh mix = blocks human factor XIa in pooled compound mixtures. purified FXIa, fluorogenic substrate. inhibition, % at 5 µM. 62,000 tested, 0.19% active. AID 680;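 note: each value is inhibition by a whole ten-compound pool holding the compound; 0% = enzyme with no mixture and 100% = wells lacking enzyme; strong numbers were not always called active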
# FXIIa inh mix = factor XIIa (human) inhibition, mixture screen; P00748; purified FXIIa, fluorogenic substrate, pooled mixtures; inhibition, % at 5 µM; 62,000 tested, 0.2% active;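 note: 0% = enzyme without compound and 100% = no enzyme blank; some results filed as inactive read as strong as hits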
# MKP-1 inh = human dual specificity phosphatase 1 inhibition; AID 374; 65,000 tested, 0.15% active; recombinant MKP-1, OMFP hydrolysis fluorescence; inhibition, %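 (compounds tested at a single concentration somewhere between 10 and 100 µM)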; P28562;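 active = inhibition above about 50%, limit read from the data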;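 note: 0% = DMSO max control wells and 100% = wells with enzyme stopped by NaOH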
# Target sequence (P28562 whole entry, looked up): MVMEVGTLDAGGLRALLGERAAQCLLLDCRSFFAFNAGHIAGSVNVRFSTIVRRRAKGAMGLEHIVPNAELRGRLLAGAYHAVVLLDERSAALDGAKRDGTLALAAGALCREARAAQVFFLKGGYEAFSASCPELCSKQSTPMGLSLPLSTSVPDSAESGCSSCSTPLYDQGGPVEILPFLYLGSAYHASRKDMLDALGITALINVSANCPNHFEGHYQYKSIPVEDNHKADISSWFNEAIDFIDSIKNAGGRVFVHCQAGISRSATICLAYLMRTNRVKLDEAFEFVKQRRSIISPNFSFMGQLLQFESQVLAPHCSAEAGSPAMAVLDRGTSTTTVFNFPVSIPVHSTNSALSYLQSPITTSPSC
# 5HT1a ag = agonists of human 5-HT1a serotonin receptor | 65,000 tested, 0.56% active | activation, % at 10 µM | CHO 5-HT1a Ga15 NFAT-bla reporter, FRET ratio; 0% basal, 100% maximal reference agonist;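 active = activation above the screen-wide mean activation plus 3 SD, cut at about 19% in these data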;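 note: 0% = DMSO wells and 100% = 5-CT at EC100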
# C1s inh = blocks human complement C1s protease activity; 62,000 tested, 0.16% active; mean inhibition % of two 10-compound mixtures (active compounds read high), % at 5 µM (by protocol); purified C1s, fluorogenic AMC substrate, pooled mixtures;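 active = inhibition above 20% in each of the two 10-compound mixture wells holding the compound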;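 note: 0% = enzyme wells lacking compound mixture and 100% = no-enzyme blank wells; some compounds called inactive have numbers as strong as hits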
# Cathepsin G inh = inhibitors of human cathepsin G. P08311. purified enzyme, AMC-tetrapeptide fluorescence, pooled mixtures. inhibition, % at 5 µM (by protocol). 62,000 tested, 0.2% active;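 active = inhibition above 20% in each of the two mixture wells holding the compound; inactive = inhibition of 20% or less in either well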;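 note: 0% = enzyme control without mixture and 100% = blank lacking enzyme; strong numbers were not always called active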
# Cdc25B inh = human M-phase inducer phosphatase 2 inhibition. recombinant Cdc25B, OMFP fluorescence Ex485/Em525. inhibition, %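 (compounds tested at 10 µM final in the well)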. 65,000 tested, 0.1% active. AID 368. P30305; in the data active = inhibition above about 50%
# Target sequence (P30305 whole entry, looked up): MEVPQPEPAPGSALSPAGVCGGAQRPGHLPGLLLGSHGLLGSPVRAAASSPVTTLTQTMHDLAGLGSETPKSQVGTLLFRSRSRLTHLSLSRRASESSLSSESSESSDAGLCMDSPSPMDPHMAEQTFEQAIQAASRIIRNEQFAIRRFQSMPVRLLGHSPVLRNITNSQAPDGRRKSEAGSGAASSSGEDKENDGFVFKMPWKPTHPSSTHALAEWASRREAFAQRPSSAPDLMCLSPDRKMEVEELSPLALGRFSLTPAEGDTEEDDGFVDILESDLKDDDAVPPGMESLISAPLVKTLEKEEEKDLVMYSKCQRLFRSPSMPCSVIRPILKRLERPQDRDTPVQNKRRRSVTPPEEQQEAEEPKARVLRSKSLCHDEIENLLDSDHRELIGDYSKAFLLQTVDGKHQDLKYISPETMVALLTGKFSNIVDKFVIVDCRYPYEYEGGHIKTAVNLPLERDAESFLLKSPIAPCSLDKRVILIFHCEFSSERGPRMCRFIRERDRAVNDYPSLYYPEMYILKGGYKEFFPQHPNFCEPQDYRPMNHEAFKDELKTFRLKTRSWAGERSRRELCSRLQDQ
# * hit, by the source's call; · = not tested or not shown. Cut-off read from the data, not from the text of the source, unless noted: active = inhibition above about 20% (passing the limit was not always enough); inactive = the rest.
item	structure	CatL block	Hsp90 inh	FXIa inh mix	FXIIa inh mix	MKP-1 inh
1	NC(=O)c1c(NC(=O)CSc2nnc(Cc3ccccc3)n2Cc2ccco2)sc2c1CCC2	·	0	0	-12	6
2	CC(=O)NC(CCS(C)(=O)=O)C(=O)Nc1c(F)cccc1F (configuration not stated)	0	-1	0	5	-4
3	COc1ccc(Cn2c(=O)[nH]c3cc(C(=O)NCCCN4CCCC4=O)ccc3c2=O)cc1	-5	·	3	11	19
4	COc1ccc(CNC(=O)C2CCN(S(=O)(=O)N3CCOCC3)CC2)cc1	-1	-4	-8	4	36
5	c1ccc(-c2nnc(-c3ccco3)o2)cc1	-5	-1	8	3	3
6	C=CCn1c(=O)c2ccccc2n2c(SCc3csc(-c4ccccc4)n3)nnc12	26	-1	-2	7	7
7	COc1ccc(CCNC(=O)C2CCCCC2C(=O)O)cc1OC (configuration not stated)	-2	-2	1	6	20
8	CCn1c2ccccc2c2cc(C3C(C#N)=C(N)Oc4n[nH]c(COC)c43)ccc21 (configuration not stated)	11	-14	2	-2	38

item	5HT1a ag	C1s inh	Cathepsin G inh	Cdc25B inh
1	-3.6	-3	8	-16
2	-5.5	4	2	-6
3	-1.1	0	-3	-14
4	-2.4	-17	-1	-4
5	-0.8	20	18	-2
6	3.9	8	0	-9
7	-2.9	2	6	5
8	-0.4	10	13	-7

# Other records:
item	structure	CatL block	Hsp90 inh	FXIa inh mix	FXIIa inh mix	MKP-1 inh
9	Cc1ccc(-n2ncc3c(=O)n(CC#N)cnc32)cc1	-5	-6	-1	2	-17
10	Cc1ccc(C)c2[nH]c(=O)c(CN(CCN3CCCC3)C(=O)Nc3cccc(Cl)c3)cc12	-5	0	10	-12	6
11	Cc1cc2oc(=O)cc(CN3CCCc4ccccc43)c2cc1C	15	-4	9	-1	-9
12	COc1cc2c(cc1OC)CN(C(=O)c1cc3ccccc3oc1=O)CC2	2	-2	11	5	6
13	O=C(CCn1c(=O)sc2ccccc21)NCCN1CCOCC1	-5	0	-3	9	3
14	O=C(C1CCC1)N1CCc2cc(S(=O)(=O)N3CCCCC3)ccc21	-1	-4	0	10	-11
15	COc1ccc2[nH]c(=O)c(CN(Cc3ccccc3)Cc3nnnn3CC3CCCO3)cc2c1 (configuration not stated)	-7	-6	6	5	-7
16	Cc1ccc(-n2nnnc2SCC(=O)Nc2c(C)n(C)n(-c3ccccc3)c2=O)cc1	-1	-1	-4	2	1

item	5HT1a ag	C1s inh	Cathepsin G inh	Cdc25B inh
9	-2.3	-4	-5	-10
10	-3.4	9	11	-17
11	-2.9	-10	-5	-2
12	-0.1	4	11	-8
13	-1.6	-15	4	5
14	-4.3	-5	6	8
15	-1.0	-31	-2	1
16	-0.9	-17	-5	-13

# (cont.)
item	structure	CatL block	Hsp90 inh	FXIa inh mix	FXIIa inh mix	MKP-1 inh
17	C=CCn1c(Cc2csc(N)n2)nnc1SCC(=O)Nc1ccc(C(=O)OCC)cc1	6	-4	-4	10	12
18	O=C(NCCN1CCN(c2ccccc2)CC1)C1(S(=O)(=O)c2ccc(Cl)cc2)CC1	9	-3	13	-17	2
19	CCc1ccc2c(c1)C(C)=CC(C)(C)N2	7	3	·	·	-25
20	O=C(Nc1nnc(-c2ccco2)s1)c1ccccc1	7	-2	6	-14	5
21	CCCn1c(O)c(CN2CCCC(C)C2)c(C)c(C#N)c1=O (configuration not stated)	2	-6	2	3	-3
22	COc1ccc(C2C3=C(CCCC3=O)Nc3nc(SCc4ccc(C(=O)O)cc4)nn32)cc1OC (configuration not stated)	19	-3	7	15	4
23	CCOC(=O)N1CCC(NCCNC(=O)c2cccs2)CC1	·	0	4	-16	5
24	CCn1c(SCC(=O)Nc2cccc(C(C)=O)c2)nnc1C(C)C	17	1	4	-16	-10

item	5HT1a ag	C1s inh	Cathepsin G inh	Cdc25B inh
17	-0.4	-39	-4	-6
18	-0.2	31	13	1
19	1.8	·	·	-21
20	0.3	-30	-1	-8
21	-1.6	-44	5	5
22	-1.3	12	8	-13
23	-1.9	0	7	-8
24	-1.6	-1	0	0

# (further entries)
item	structure	CatL block	Hsp90 inh	FXIa inh mix	FXIIa inh mix	MKP-1 inh
25	Cc1[nH]nc2c1C(c1ccoc1)C(C#N)=C(N)O2 (configuration not stated)	1	0	5	-1	3
26	Cc1ccc(-c2nnn(CC(=O)Nc3ccccc3N3CCOCC3)n2)cc1	23	-1	0	8	-22
27	Cc1ccc(NC(=O)C2CCCN2S(=O)(=O)c2ccc3c(c2)CCC(=O)N3)cc1Cl (configuration not stated)	13	-2	6	6	2
28	COc1ccccc1NC(=O)COC(=O)c1ccc(S(=O)(=O)NCc2ccco2)cc1	-2	-3	0	-19	-6
29	CCOc1ccc(OCC)c(NC(=O)CN2CCN(c3ccc(C)cc3C)CC2)c1	·	·	2	3	7
30	CC1(C)CC(=O)C=C(NCCN2CCN(C(=O)Nc3ccc(Cl)c(Cl)c3)CC2)C1	4	1	6	11	11
31	Cc1c(C(=O)N2CC(C)OC(C)C2)oc2ccccc12 (configuration not stated)	8	·	2	6	3
32	CNC(=O)c1cc2cc(OC)ccc2n1CCN(C)C	·	-8	9	1	6

item	5HT1a ag	C1s inh	Cathepsin G inh	Cdc25B inh
25	-1.2	-43	-11	-14
26	-1.7	-12	-1	-7
27	1.4	-28	-1	-6
28	-1.9	4	10	3
29	1.7	0	-1	-23
30	-3.2	-12	1	-8
31	-3.7	12	7	-11
32	-1.3	-6	-3	3

# (list continues)
item	structure	CatL block	Hsp90 inh	FXIa inh mix	FXIIa inh mix	MKP-1 inh
33	O=C(NC1CC2CCC(C1)N2C(=O)NCc1ccccc1)C1CC1 (configuration not stated)	25	0	-1	-18	2
34	NC(=O)NC(Cc1ccccc1)C(=O)O (configuration not stated)	13	-1	-10	14	-3
35	C=CCNC(=O)CN(c1cccc(Br)c1)S(C)(=O)=O	-9	88*	4	3	4
36	Cc1ccc(C)c(N2CCN(C(c3ccncc3)c3nnnn3Cc3ccccc3)CC2)c1 (configuration not stated)	9	-6	5	9	13
37	Cc1cc(C)n2cc(CSc3nnnn3C)nc2n1	-3	-1	14	9	-16
38	COc1cccc(C2CC(=O)NC(SC)=C2C#N)c1 (configuration not stated)	13	-3	8	10	5
39	COc1cc(OC)cc(C(=O)Nc2cccc(C(C)=O)c2)c1	·	·	11	4	7
40	COc1ccc(NC(=O)CSc2nc3c(c(=O)n2-c2ccccc2)SCC3)c(OC)c1	15	·	1	4	6

item	5HT1a ag	C1s inh	Cathepsin G inh	Cdc25B inh
33	-2.7	-11	13	-13
34	-2.9	-45	-3	-2
35	1.1	3	0	-9
36	0.1	-5	2	-4
37	-2.0	12	10	-2
38	-1.5	-1	8	4
39	-0.8	-2	-2	-14
40	1.6	7	2	-5

# Next part.
item	structure	CatL block	Hsp90 inh	FXIa inh mix	FXIIa inh mix	MKP-1 inh
41	O=C(O)c1ccc(COc2ccc3c4c(c(=O)oc3c2)CCC4)o1	3	-4	0	2	10
42	CCOCCCNC(=O)c1ccc2c(c1)ncn2C1CCCC1	12	-2	4	-8	7
43	Cc1cccc(C2CC(c3ccc(Cl)cc3)Nc3nc(N)nn32)c1 (configuration not stated)	-6	-3	5	8	15
44	COc1ccc(S(=O)(=O)NCc2cn3c(C)csc3n2)cc1F	-10	-2	9	3	0
45	CCNc1oc(-c2cccc3ccccc23)nc1C#N	-442	-4	-28	0	10
46	O=C(NCc1cccs1)c1ccccc1C(=O)NCc1cccs1	-5	-11	1	5	-12
47	COc1ccccc1-c1nnc(Nc2nc3c(OC)cccc3s2)o1	-12	2	5	5	-2
48	CCCCNC(=O)C(C#N)c1nc2ccccc2nc1N1CCCC1 (configuration not stated)	10	-3	0	-14	-7

item	5HT1a ag	C1s inh	Cathepsin G inh	Cdc25B inh
41	-1.8	-33	1	-10
42	-2.4	-15	-6	-2
43	-1.2	5	4	-7
44	-0.6	8	7	-18
45	2.8	-28	-12	-4
46	-2.2	-2	8	2
47	-4.9	6	4	8
48	-0.2	2	10	0

# (listing goes on)
item	structure	CatL block	Hsp90 inh	FXIa inh mix	FXIIa inh mix	MKP-1 inh
49	Cc1cccc(C)c1-n1nnnc1SCSc1nnnn1-c1c(C)cccc1C	7	-2	-2	6	3
50	O=C(NCc1cccs1)C1CCN(S(=O)(=O)c2cccc3cccnc23)CC1	16	-3	4	-13	3
51	O=C(Cn1cnc2c(nnn2Cc2ccc(Cl)cc2)c1=O)NC1CCCC1	-4	0	8	-18	20
52	Cn1c(-c2ccc(Br)o2)nc2ccccc21	14	-6	1	-2	-8
53	O=C(O)CN(Cc1ccco1)S(=O)(=O)c1ccccc1	-5	-5	3	1	10
54	Cc1nc(Nc2ncc3c(n2)CCCC3=O)nc2ccccc12	17	-12	·	·	16
55	O=c1cnnc(SCCc2ccccc2)[nH]1	7	-2	-1	7	-13
56	O=C(Nc1cccc(F)c1)C1C2C=CC3(CN(CCCN4CCOCC4)C(=O)C13)O2 (configuration not stated)	30	-2	3	4	3

item	5HT1a ag	C1s inh	Cathepsin G inh	Cdc25B inh
49	-0.3	-7	-1	-7
50	2.1	-31	3	-7
51	-4.9	-1	-1	6
52	-1.4	9	8	4
53	-2.0	5	5	-17
54	0.6	·	·	16
55	-0.6	-1	9	-8
56	-0.7	-16	-4	-1

# Record cards, from the list above. Values in the order: CatL block	Hsp90 inh	FXIa inh mix	FXIIa inh mix	MKP-1 inh	5HT1a ag	C1s inh	Cathepsin G inh	Cdc25B inh
# `O=C(NCc1cccs1)C1CCN(S(=O)(=O)c2cccc3cccnc23)CC1` in the list: 16	-3	4	-13	3	2.1	-31	3	-7
# `Cc1cccc(C)c1-n1nnnc1SCSc1nnnn1-c1c(C)cccc1C` in the list: 7	-2	-2	6	3	-0.3	-7	-1	-7

# (listing goes on)
item	structure	CatL block	Hsp90 inh	FXIa inh mix	FXIIa inh mix	MKP-1 inh
57	Cc1csc(=NC(=O)c2ccccc2)n1Cc1ccco1	16	·	0	-1	0
58	CCOC(=O)N1CCN(c2c(N3CCOCC3)c(=O)c2=O)CC1	·	-1	8	13	1
59	Cc1ccc(S(=O)(=O)NC2=NCN(Cc3ccccc3)CN2)cc1	4	-1	2	11	-4
60	COC(=O)c1sccc1NC(=O)c1cc2c(s1)CCCC2	5	-4	1	6	-2
61	CCN(CC)S(=O)(=O)c1cc(Br)c(C)cc1OC	·	0	-12	13	19
62	Fc1cnc(N2CCOCC2)nc1NCc1ccccc1	-2	-7	·	·	-14
63	CCOc1ccc2nc(SCc3ccc(C(=O)OC)o3)[nH]c2c1	4	-2	9	4	-11
64	CCn1c(SCC(=O)Nc2cc(C)ccc2C)nnc1-c1cnccn1	·	-14	-1	1	-22

item	5HT1a ag	C1s inh	Cathepsin G inh	Cdc25B inh
57	-1.2	-10	-3	-6
58	-2.7	6	26	-9
59	-0.2	0	-5	2
60	30*	-15	-4	-11
61	-1.7	-62	-5	-4
62	-1.6	·	·	-15
63	-1.2	-5	4	0
64	-3.8	-57	-12	-5

# The last 2 records of the section above lead into the next.
item	structure	CatL block	Hsp90 inh	FXIa inh mix	FXIIa inh mix	MKP-1 inh
63	CCOc1ccc2nc(SCc3ccc(C(=O)OC)o3)[nH]c2c1	4	-2	9	4	-11
64	CCn1c(SCC(=O)Nc2cc(C)ccc2C)nnc1-c1cnccn1	·	-14	-1	1	-22
65	Cc1[nH]c2ccccc2c1C(=O)CSc1nc2cc(S(=O)(=O)N3CCCCC3)ccc2o1	22	1	-2	10	41
66	O=c1c2cc(-c3ccccc3)sc2ncn1/N=C/c1ccco1	7	-7	11	14	11
67	COC(=O)c1ccc(NC(=O)c2ccc(N(C)S(C)(=O)=O)cc2)cc1	5	-1	-6	-2	4
68	C=CCN1C(=O)C(O)(CC(=O)c2ccc(N)cc2)c2ccccc21 (configuration not stated)	-1	·	9	-2	·
69	CC(=O)N1CCC(N(CCN2CCOCC2)C(=O)Nc2ccc(Cl)c(Cl)c2)CC1	6	-3	1	10	-2

item	5HT1a ag	C1s inh	Cathepsin G inh	Cdc25B inh
63	-1.2	-5	4	0
64	-3.8	-57	-12	-5
65	-1.5	-20	-2	-8
66	-1.8	-1	-1	-6
67	-1.5	-60	2	0
68	-0.3	15	10	·
69	-0.1	1	7	-12

# Screens as filed in PubChem.
